Growth percent in the NCI-60 one-dose screen (48 h, 10 µM unless noted): 100 = growth as untreated, 0 = no growth, -100 = all killed.
M14: M14 melanoma. actives 6.2% (n = 80,000)
RPMI-8226: RPMI-8226 leukemia cells. actives 7.5% (n = 77,000). AID 1794781
HOP-62: HOP-62 NSCLC; actives 3.9% (n = 80,000); AID 1794735
EKVX: EKVX NSCLC; actives 3% (n = 71,000); AID 1794765
HOP-92: HOP-92 NSCLC cells; actives 6.3% (n = 71,000); AID 1794738
MDA-MB-435: MDA-MB-435 melanoma. actives 7.8% (n = 82,000)
A549/ATCC: A549/ATCC NSCLC. actives 3.7% (n = 81,000)
CCRF-CEM: CCRF-CEM leukemia | actives 7% (n = 77,000) | AID 1794778
The depositor's hits bear a star; & = joins results of further samples. Rule for the calls: active = growth percent below 10; inactive = the rest.

Screening O=C(Nc1ncc([N+](=O)[O-])s1)c1c(-c2ccccc2)noc1CO returned M14 102, HOP-62 102, EKVX 103, HOP-92 66, A549/ATCC 97 and CCRF-CEM 84.
For Nc1cc(C(=O)O)nc(N)n1 the results were M14 102, RPMI-8226 104, HOP-62 89, EKVX 106, HOP-92 90, MDA-MB-435 101, A549/ATCC 95 and CCRF-CEM 105.
COC(=O)[C@]12CCC(C)(C)C[C@H]1C1=CC[C@@H]3[C@@]4(C)C/C(=C/c5ccccc5)C(=O)C(C)(C)[C@@H]4CC[C@@]3(C)[C@]1(C)CC2 was read as M14 110, RPMI-8226 98, HOP-62 107, EKVX 91, HOP-92 94, MDA-MB-435 103, A549/ATCC 100 and CCRF-CEM 99.
`COc1ccc2c(c1)[C@@]1(C(=O)N2)C(C#N)=C(c2ccc(Cl)cc2)Nc2c1c(-c1ccccc1)nn2-c1ccccc1` gave M14 67, RPMI-8226 47, HOP-62 80, EKVX 61, HOP-92 28, MDA-MB-435 46, A549/ATCC 53 and CCRF-CEM 40.
`COc1cc(-n2c(C)nc3ncn(-c4ccccc4)c3c2=O)cc(OC)c1OC` gave M14 108, RPMI-8226 95, HOP-62 100, HOP-92 99, MDA-MB-435 106, A549/ATCC 99 and CCRF-CEM 93.
Screening N#CCCC1=CC(CCC#N)(CCC#N)c2ccccc21 returned M14 105, RPMI-8226 93, HOP-62 110, EKVX 115, HOP-92 101, MDA-MB-435 112, A549/ATCC 126 and CCRF-CEM 101.
Screening COc1cc(C2CC(c3ccc(Cl)cc3)=NN2C=O)ccc1OS(=O)(=O)c1ccc(C)cc1 (stereo not drawn) returned M14 84, RPMI-8226 82, HOP-62 97, HOP-92 85, MDA-MB-435 90, A549/ATCC 79 and CCRF-CEM 76.
Screening CCc1ccc(C(C(=O)O)N2CCN(c3cc(C)nn3-c3ccccc3)CC2)cc1 (stereo not drawn) returned M14 101, RPMI-8226 99, HOP-62 92, EKVX 86, HOP-92 101, MDA-MB-435 103, A549/ATCC 98 and CCRF-CEM 96.
For Nc1ccc(S(=O)(=O)c2ccc(NCNc3nc(N)nc(N)n3)cc2)cc1 the results were M14 107, RPMI-8226 110, HOP-62 97, HOP-92 99, MDA-MB-435 120, A549/ATCC 103 and CCRF-CEM 98.
Screening CC(O)CN(/N=C\c1ccc([N+](=O)[O-])o1)C(N)=O (stereo not drawn) returned M14 101, RPMI-8226 97, HOP-62 97, EKVX 119, HOP-92 92, MDA-MB-435 124, A549/ATCC 93 and CCRF-CEM 101.
CCN(CC)C(=O)Cn1cc(C(N)=O)nn1 was read as RPMI-8226 109, HOP-62 108, EKVX 96, HOP-92 106, MDA-MB-435 100, A549/ATCC 111 and CCRF-CEM 105.
`CCn1cc(C(=O)O)c(=O)c2cc(F)c(N3CCNCC3)cc21` gave M14 117, RPMI-8226 104, HOP-62 108, EKVX 102, HOP-92 115, MDA-MB-435 107, A549/ATCC 103 and CCRF-CEM 102.
O=c1[nH]nc(SCc2ccccc2)c(=S)[nH]1 was read as M14 108, RPMI-8226 102, HOP-62 105, HOP-92 80, MDA-MB-435 94, A549/ATCC 87 and CCRF-CEM 93.
Screening CN1CCN(Cc2ccc(NC(=O)c3cncc(C#Cc4cnc(N)c5ccncc45)c3)cc2C(F)(F)F)CC1 returned M14 2.4*, RPMI-8226 18, HOP-62 9.4*, EKVX 14, HOP-92 -22*, MDA-MB-435 10.0*, A549/ATCC 26 and CCRF-CEM 14.
Screening CCN1CCN(c2ccc3c4c(cccc24)C(=O)N(c2cccc(-c4nn(-c5ccccc5)cc4-c4nc5ccccc5s4)c2)C3=O)CC1 returned M14 118, RPMI-8226 85, HOP-62 108, EKVX 107, HOP-92 85, MDA-MB-435 115, A549/ATCC 110 and CCRF-CEM 100.
Screening CC(=O)CCC(=O)OCc1ccccc1 returned M14 113, RPMI-8226 108, HOP-62 103, EKVX 117, HOP-92 86, MDA-MB-435 115, A549/ATCC 110 and CCRF-CEM 81.
For CCCCCCCCC(C)(O)CC (stereo not drawn) the results were M14 107, RPMI-8226 98, HOP-62 92, HOP-92 79, MDA-MB-435 104 and A549/ATCC 101.
Screening Cc1ccc2oc(=O)cc(C3OC4=C(C(=O)CCC4)C3c3cc(=O)oc4ccc(C)cc34)c2c1 (stereo not drawn) returned M14 93, RPMI-8226 103, HOP-62 93, EKVX 91, HOP-92 103, MDA-MB-435 102, A549/ATCC 100 and CCRF-CEM 98.
`O=C1c2ccccc2C(=O)c2c1cc1c(c2[N+](=O)[O-])OCO1` gave M14 73, RPMI-8226 7.3*, HOP-62 3.8*, EKVX 23, HOP-92 -3.7*, MDA-MB-435 56, A549/ATCC 49 and CCRF-CEM 23.
For CC1=C(C(=O)c2ccccc2)C(c2ccc3ccccc3c2)n2c(nc3ccccc32)N1 (stereo not drawn) the results were M14 91, RPMI-8226 92, HOP-62 84, EKVX 75, HOP-92 89, MDA-MB-435 100, A549/ATCC 75 and CCRF-CEM 93.

Some of these compounds in order of length of the SMILES, ascending.
For Nc1cc(C(=O)O)nc(N)n1 the results were M14 102, RPMI-8226 104, HOP-62 89, EKVX 106, HOP-92 90, MDA-MB-435 101, A549/ATCC 95 and CCRF-CEM 105.
O=c1[nH]nc(SCc2ccccc2)c(=S)[nH]1 was read as M14 108, RPMI-8226 102, HOP-62 105, HOP-92 80, MDA-MB-435 94, A549/ATCC 87 and CCRF-CEM 93.
Screening N#CCCC1=CC(CCC#N)(CCC#N)c2ccccc21 returned M14 105, RPMI-8226 93, HOP-62 110, EKVX 115, HOP-92 101, MDA-MB-435 112, A549/ATCC 126 and CCRF-CEM 101.
`CCn1cc(C(=O)O)c(=O)c2cc(F)c(N3CCNCC3)cc21` gave M14 117, RPMI-8226 104, HOP-62 108, EKVX 102, HOP-92 115, MDA-MB-435 107, A549/ATCC 103 and CCRF-CEM 102.
`O=C1c2ccccc2C(=O)c2c1cc1c(c2[N+](=O)[O-])OCO1` gave M14 73, RPMI-8226 7.3*, HOP-62 3.8*, EKVX 23, HOP-92 -3.7*, MDA-MB-435 56, A549/ATCC 49 and CCRF-CEM 23.
For Nc1ccc(S(=O)(=O)c2ccc(NCNc3nc(N)nc(N)n3)cc2)cc1 the results were M14 107, RPMI-8226 110, HOP-62 97, HOP-92 99, MDA-MB-435 120, A549/ATCC 103 and CCRF-CEM 98.
`COc1cc(-n2c(C)nc3ncn(-c4ccccc4)c3c2=O)cc(OC)c1OC` gave M14 108, RPMI-8226 95, HOP-62 100, HOP-92 99, MDA-MB-435 106, A549/ATCC 99 and CCRF-CEM 93.
For CC1=C(C(=O)c2ccccc2)C(c2ccc3ccccc3c2)n2c(nc3ccccc32)N1 (stereo not drawn) the results were M14 91, RPMI-8226 92, HOP-62 84, EKVX 75, HOP-92 89, MDA-MB-435 100, A549/ATCC 75 and CCRF-CEM 93.
Screening COc1cc(C2CC(c3ccc(Cl)cc3)=NN2C=O)ccc1OS(=O)(=O)c1ccc(C)cc1 (stereo not drawn) returned M14 84, RPMI-8226 82, HOP-62 97, HOP-92 85, MDA-MB-435 90, A549/ATCC 79 and CCRF-CEM 76.
Screening Cc1ccc2oc(=O)cc(C3OC4=C(C(=O)CCC4)C3c3cc(=O)oc4ccc(C)cc34)c2c1 (stereo not drawn) returned M14 93, RPMI-8226 103, HOP-62 93, EKVX 91, HOP-92 103, MDA-MB-435 102, A549/ATCC 100 and CCRF-CEM 98.
Screening CN1CCN(Cc2ccc(NC(=O)c3cncc(C#Cc4cnc(N)c5ccncc45)c3)cc2C(F)(F)F)CC1 returned M14 2.4*, RPMI-8226 18, HOP-62 9.4*, EKVX 14, HOP-92 -22*, MDA-MB-435 10.0*, A549/ATCC 26 and CCRF-CEM 14.
`COc1ccc2c(c1)[C@@]1(C(=O)N2)C(C#N)=C(c2ccc(Cl)cc2)Nc2c1c(-c1ccccc1)nn2-c1ccccc1` gave M14 67, RPMI-8226 47, HOP-62 80, EKVX 61, HOP-92 28, MDA-MB-435 46, A549/ATCC 53 and CCRF-CEM 40.

(list continues)
COc1c(/C=N/NC(N)=O)c(OC)c(OC)c2c1CCO2 was read as M14 109, RPMI-8226 94, EKVX 115, HOP-92 81, MDA-MB-435 115 and CCRF-CEM 98.
For CCCCCCCCCCCCCCCCN=Cc1cc(Cl)ccc1O the results were M14 106, RPMI-8226 98, HOP-62 84, EKVX 97, MDA-MB-435 100, A549/ATCC 94 and CCRF-CEM 101.
For COc1ccc(N2N=C(c3ccc4c(c3)OCO4)CC2c2cccc(NC(=O)CCCNS(=O)(=O)c3ccc(Cl)cc3)c2)cc1 (stereo not drawn) the results were M14 60, RPMI-8226 47, HOP-62 83, EKVX 55, HOP-92 83, MDA-MB-435 74, A549/ATCC 59 and CCRF-CEM 54.
Screening COC1=CC(=O)C[C@@H](C)[C@]12Oc1c(Cl)c(OC)cc(OC)c1C2=O returned M14 66, HOP-62 88, EKVX 106, HOP-92 89, MDA-MB-435 2.0*, A549/ATCC 97 and CCRF-CEM 94.
O=C(CSc1nnc2sc(Nc3ccccc3)nn12)c1ccc(Cl)cc1 was read as M14 98, RPMI-8226 78, HOP-62 96, EKVX 106, HOP-92 73, MDA-MB-435 107, A549/ATCC 95 and CCRF-CEM 98.
Cc1ccc(NC2=CC(=O)C(=O)c3ccccc32)c(C)c1 was read as M14 -16*, RPMI-8226 57, HOP-62 27, EKVX 143, HOP-92 123, MDA-MB-435 -77*, A549/ATCC 5.8* and CCRF-CEM 44.
Screening CCOc1ccc(C2=NNC(=O)CC2)cc1 returned M14 97, RPMI-8226 105, HOP-62 90, EKVX 61, HOP-92 94, MDA-MB-435 103, A549/ATCC 73 and CCRF-CEM 96.
Screening Cc1nc2ccc(Br)cn2c1C(=O)NCc1ccc(OCc2cn(Cc3ccc(Br)cc3)nn2)cc1 returned M14 96, HOP-62 77, EKVX 86, HOP-92 104, MDA-MB-435 99, A549/ATCC 78 and CCRF-CEM 105.
Screening N#Cc1ccc(C(=O)CSc2nc3c(c(Nc4cccc(S(N)(=O)=O)c4)n2)CCCC3)cc1 returned M14 102, RPMI-8226 93, HOP-62 95, EKVX 103, HOP-92 80, MDA-MB-435 97, A549/ATCC 100 and CCRF-CEM 91.
COc1ccc2c(c1)[n+](=O)c(/C=C/C(=O)c1cc(OC)c(OC)c(OC)c1)c(C)n2[O-] was read as M14 64, RPMI-8226 -46*, HOP-62 94, EKVX 71, HOP-92 -22*, MDA-MB-435 35 and CCRF-CEM -26*.
COc1ccccc1S(=O)Nc1ccccc1 (stereo not drawn) was read as M14 111, RPMI-8226 100, HOP-62 124, EKVX 106, HOP-92 99, MDA-MB-435 98, A549/ATCC 74 and CCRF-CEM 94.
`CC(=O)Oc1cccc(C)c1` gave M14 97&105, RPMI-8226 114&106, HOP-62 88&105, EKVX 99&109, HOP-92 99, MDA-MB-435 93&103, A549/ATCC 103 and CCRF-CEM 117&101.
`O=C(Nc1cc(Cl)cc2c1-c1ccc(Cl)cc1C2O)C(Cl)Cl` (stereo not drawn) gave M14 85, RPMI-8226 65, HOP-62 83, EKVX 69, HOP-92 77, MDA-MB-435 79, A549/ATCC 74 and CCRF-CEM 69.
For COc1ccc(NCCCCN2C(=O)c3ccccc3OC=C2c2ccccc2)cc1 the results were M14 78, RPMI-8226 73, HOP-62 78, EKVX 97, HOP-92 30, MDA-MB-435 104, A549/ATCC 84 and CCRF-CEM 72.
Screening CCCCCCCCCCCCCCCCC(Br)C(=O)O (stereo not drawn) returned M14 101, RPMI-8226 85, HOP-62 92, HOP-92 120, MDA-MB-435 98 and A549/ATCC 103.
O=C(Nc1ccc(Cl)c(Cl)c1)OCc1ccco1 was read as M14 45, RPMI-8226 51, HOP-62 49, EKVX 57, HOP-92 59, MDA-MB-435 0.5*, A549/ATCC 35 and CCRF-CEM 39.
`O=C(NCc1ccccc1)/C(=C/c1ccccc1)NC(=O)c1ccccc1` gave M14 101, RPMI-8226 96, HOP-62 104, EKVX 103, HOP-92 86, MDA-MB-435 113, A549/ATCC 85 and CCRF-CEM 94.
CC(C)=NOC(=O)Nc1cccc(Cl)c1 was read as M14 106, RPMI-8226 102, HOP-62 101, EKVX 107, HOP-92 92, MDA-MB-435 109, A549/ATCC 117 and CCRF-CEM 89.
COc1cc(C(=O)OCC[N+](C)(C)C)cc(OC)c1OC was read as M14 93, RPMI-8226 107, HOP-62 95, EKVX 95, HOP-92 101, MDA-MB-435 101, A549/ATCC 110 and CCRF-CEM 101.
For Clc1ncn[nH]1 the results were M14 105, RPMI-8226 102, HOP-62 99, MDA-MB-435 97, A549/ATCC 98 and CCRF-CEM 103.
`CC(=NC1CCCCC1)c1ccc(O)cc1O` gave M14 110, RPMI-8226 101, HOP-62 109, HOP-92 84, MDA-MB-435 108, A549/ATCC 93 and CCRF-CEM 88.
`O=S(=O)(NCCNc1nccc(-n2cnc3ccccc32)n1)c1ccc(Br)cc1` gave RPMI-8226 80, HOP-62 87, EKVX 83, HOP-92 74, MDA-MB-435 108, A549/ATCC 100 and CCRF-CEM 101.
Screening Cc1cc([N+](=O)[O-])cc(C)c1OC(=O)Nc1c(Cl)cccc1Cl returned M14 112, RPMI-8226 109, HOP-62 98, EKVX 103, HOP-92 112, MDA-MB-435 109, A549/ATCC 95 and CCRF-CEM 99.
Screening CC(CN1c2ccccc2Sc2ccccc21)N(C)C (stereo not drawn) returned M14 94&96, RPMI-8226 102&97, HOP-62 81&106, EKVX 112&91, HOP-92 64&60, MDA-MB-435 109&94, A549/ATCC 69&94 and CCRF-CEM 92&98.
Screening COc1ccc([N+](=O)[O-])cc1F returned M14 102, RPMI-8226 102, HOP-62 97, EKVX 104, HOP-92 99, MDA-MB-435 109, A549/ATCC 93 and CCRF-CEM 96.
Screening O=C(CN1CCCCC1)Nc1ccc(S(=O)(=O)c2ccc(NC(=O)CN3CCCCC3)cc2)cc1 returned M14 104, HOP-62 87, EKVX 121, MDA-MB-435 102, A549/ATCC 110 and CCRF-CEM 96.

Screening results as filed in PubChem BioAssay.
